From PubChem
HCMV antiviral – inhibitors of human cytomegalovirus | activity change, negative = inhibition, % at 57.5 µM | hit rate 4.5% among 410,000 | HFF cells, HCMV-luciferase reporter, 72 h; active compounds read low; in the data active = activity change below about -60%; inconclusive = no clear call, values can overlap the other calls; inactive = above about -39%
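Screen run at 2 compound doses on HFFs infected with reporter HCMV, MOI 1 PFU/cell. Luciferase activity from cell lysates at 72 h post infection gave inhibition relative to buffer-only and Salinomycin wells.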
AMA1-RON2 inh – inhibitors of Plasmodium falciparum AMA1-RON2 interaction | AlphaScreen AMA1-biotinylated RON2 peptide binding | Potency, µM (top dose mostly 58.2 µM), for the others: at the top dose activity change, negative = inhibition, most hits filed as inhibitors | hit rate 0.2% among 360,000 | AID 720542; active = well fitted inhibition curve with a large enough effect; inconclusive = small, poorly fitted or top-dose-only effect; inactive = no such curve, though single readings can be large or run the other way;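 also: potency is read from the fitted curve at half-maximal effect; 0% = vehicle wells and -100% = peptide control; nearly all actives have a fitted effect of over 45% in size; some results filed as inactive show a strong effect at the top dose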
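AMA1 (3D7) with his tag at 25 nM final met compounds first, then biotinylated RON2 peptide at 25 nM; detection used donor plus acceptor beads, 10 µg/mL apiece, read by AlphaScreen after 30 min at room temperature.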
The depositor's hits bear a star; ? = inconclusive; [ ] = another dose, or the depositor's remark. Unless noted, % is scaled to controls: 0 for no effect and ±100 for the full control effect.

SMILES	HCMV antiviral	AMA1-RON2 inh
Cc1ccc(C)c(NS(=O)(=O)c2ccc(-n3cccn3)cc2)c1	-25	0%
CC(=O)OC1CCC2(C)C(=CC(=O)C3C2CCC2(C)C(OC(C)=O)CCC32)C1 (centres undefined)	5	5%
CN1CCN(C(=O)c2ccc(-c3cc4nc(NCc5cccnc5)n(C)c(=O)c4s3)cc2)CC1	41	0%
CCc1nc2ccc(C(=O)NCCC(C)C)cn2c1N(C)Cc1ccc(OC)cc1	-36	5%
Cc1cc(NC(=O)c2cccc(Br)c2)no1	18	9%
O=C(NCc1ccccc1)C(c1ccc(C(F)(F)F)cc1)n1c(=O)c(-c2ccccc2)nc2ccccc21 (centres undefined)	-6	-1%
O=C1C(=Cc2cccs2)Oc2ccccc21	-69*	-12%
CC(=O)Nc1ccccc1-c1cccc2nccn12	-10	7%
CC1(Cc2ccccc2Cl)C(=O)Nc2ccc(OC(F)(F)F)cc21 (centres undefined)	-2	4%
CCOC(=O)c1[nH]c(C)c(/C(C)=N\O)c1C	-13	-9%
CC(=O)Nc1cccc(-c2cc(NC(C)=O)c3ncc(-c4ccc(C(C)=O)cc4)n3c2)c1	?	3%
C/C=C/c1cccc(-c2nc(C(=O)N3CCN(C)CC3)cc3c2[C@@H](CCO)N(C(=O)NC(C)C)C3)c1	-10	1%
O=C(O)C1C=Cc2ccccc2N1C(=O)c1ccccc1 (centres undefined) (tested in a mixture with another compound)	-22	-3%
COc1cc(C2c3cc4c(cc3C3OC(=O)C2C3CO)OCO4)cc(OC)c1OC (centres undefined)	-76*	-16%
COc1ccc(C(=O)C2CC2)cc1	0	-19%
CN(Cc1ccccc1)C(=O)Nc1ccc(Cl)cc1	-23	-9%
CCOC(=O)c1c(NC(=O)CSc2nnc(-c3ccncc3)n2Cc2ccco2)sc(C(C)=O)c1C	-23	-3%
COc1ccc(NC(=O)c2cccc(S(=O)(=O)N3CCc4ccccc43)c2)c(OC)c1	?	2%
O=C1C(=Cc2cn(-c3ccccc3)nc2-c2ccc(OCc3ccccc3)cc2)SC(=S)N1CCS(=O)(=O)O	3	-9%
NC(=S)NN=C1CCC2(CCCCC2)CC1	-33	83%[activator]
CC(=O)NC(c1ccc(F)c(F)c1)c1nc(-c2cnc3ccccc3c2)cs1 (centres undefined)	-24	-1%
Cc1ccc([C@H]2C[C@H](O)[C@@H](n3cc(C4CC4)nn3)CN2C(=O)C2CCCCC2)cc1	-26	-1%
c1ccc2nc3c(ccc4ccccc43)cc2c1	21	111%[activator]
CCCC1NC(=O)c2cccnc2-n2c1nc1ccc(Cl)cc1c2=O (centres undefined)	20	1%
O=C1N[C@@H](c2ccccc2)COC(=O)[C@H](Cc2ccc(F)cc2)C/C=C\C[C@H]1CC(=O)N(CCO)Cc1ccccc1	28	-5%
OCC[C@@H]1C[C@H](O)[C@@H](O)[C@@]2(OCc3cc(Cl)ccc32)O1	-7	13%
CCn1c(SCC(=O)N2CCCC2=O)nc2ccccc21	-21	9%
Cc1cc(C=O)sc1[B-](F)(F)F	-17	11%
CSc1nc(NCCN(C)C)c2sc3nc(-c4ccco4)c4c(c3c2n1)CCC4	-30	-13%
CCOC(=O)[C@]12CCCC=C1N(CCc1ccc(OC)c(OC)c1)C(=O)[C@H](CC(=O)NCC13CC4CC(CC(C4)C1)C3)C2	16	-21%
O=C(CCCN1C(=O)/C(=C/c2ccc(F)cc2)SC1=S)Nc1ccc(C(=O)O)cc1	?	-5%
O=C1Nc2ccccc2C1=NN1CCCCCC1	10	-11%
CCOC(=O)C1(C)CCCN1C(=O)c1cccc2ccccc12 (centres undefined)	-32	-6%
CC1(C(=O)NS(=O)(=O)c2ccccc2)CCN1C(=O)Cc1ccc(Cl)cc1Cl (centres undefined)	0	11%
CCN(CC)C(=O)C1=C(C)N(Cc2ccc(OC)cc2)C(=O)C(CC(=O)NCc2ccco2)C1 (centres undefined)	14	9%
CCCc1c(-c2ccc(F)cc2)ncn1Cc1ccccc1OC	?	-22%
CN(C)CCCNC(=O)C(=O)NCC1OCCN1S(=O)(=O)c1cc(F)ccc1F (centres undefined)	28	-2%
O=C(c1ccc2c(c1)C(=O)N(c1ccc(Cl)cc1)C2=O)N1CCN(c2ccccn2)CC1	0	-15%
COc1ccc(C(O)c2nc(-c3ccc(C)c(C)c3)cs2)cc1 (centres undefined)	-16	11%
COCCNC(=O)C1(C)CCCN(C(=O)c2ccccc2OC(F)(F)F)C1 (centres undefined)	14	3%

Pulled by structure from the list above:
SMILES	HCMV antiviral	AMA1-RON2 inh
CCn1c(SCC(=O)N2CCCC2=O)nc2ccccc21	-21	9%
O=C1Nc2ccccc2C1=NN1CCCCCC1	10	-11%
Cc1ccc([C@H]2C[C@H](O)[C@@H](n3cc(C4CC4)nn3)CN2C(=O)C2CCCCC2)cc1	-26	-1%
CC1(C(=O)NS(=O)(=O)c2ccccc2)CCN1C(=O)Cc1ccc(Cl)cc1Cl (centres undefined)	0	11%

Of the compounds above, these contain a thiophene ring, fused or not:
SMILES	HCMV antiviral	AMA1-RON2 inh
CN1CCN(C(=O)c2ccc(-c3cc4nc(NCc5cccnc5)n(C)c(=O)c4s3)cc2)CC1	41	0%
O=C1C(=Cc2cccs2)Oc2ccccc21	-69*	-12%
CCOC(=O)c1c(NC(=O)CSc2nnc(-c3ccncc3)n2Cc2ccco2)sc(C(C)=O)c1C	-23	-3%
Cc1cc(C=O)sc1[B-](F)(F)F	-17	11%
CSc1nc(NCCN(C)C)c2sc3nc(-c4ccco4)c4c(c3c2n1)CCC4	-30	-13%

Part of the list above in order of SMILES length, descending.
SMILES	HCMV antiviral	AMA1-RON2 inh
O=C(c1ccc2c(c1)C(=O)N(c1ccc(Cl)cc1)C2=O)N1CCN(c2ccccn2)CC1	0	-15%
CC(=O)NC(c1ccc(F)c(F)c1)c1nc(-c2cnc3ccccc3c2)cs1 (centres undefined)	-24	-1%
COc1ccc(C(O)c2nc(-c3ccc(C)c(C)c3)cs2)cc1 (centres undefined)	-16	11%

Continuation:
SMILES	HCMV antiviral	AMA1-RON2 inh
CC1(C(=O)O)CCCN(C(=O)c2cccnc2Oc2ccccc2)C1 (centres undefined)	-10	-4%
O=C(Nc1ccn(CCCNCc2ccc3c(c2)OCO3)c(=O)n1)OCc1ccccc1	-4	-2%
COC(=O)C1=C(c2ccc(S(C)(=O)=O)cc2)C[C@@H]2CC[C@H]1N2C(=O)NCc1ccco1	29	3%
COc1ccc(OC)c(C(O)c2ncc(-c3ccccc3Cl)[nH]2)c1 (centres undefined)	7	-11%
CC(C)C1C(=O)N(Cc2cn(CC3CCCCC3)nn2)CCS(=O)(=O)N1Cc1ccc(-c2ccc(Cl)cc2)cc1 (centres undefined)	-12	-10%
Cc1nc(NC(=O)c2ccccc2)sc1-c1cc(C(=O)O)nn1Cc1ccccc1	-13	-1%
CC1=CC(C)(C)NC(=S)N1CCO	-16	-10%
COc1ccc(Cn2cc(CN3CC(N4CCN(CCO)CC4)CS3(=O)=O)nn2)cc1 (centres undefined)	-8	3%
COc1ccc(C(=O)NCC[N+](C)(C)C)cc1	-6	1%
CN(c1ccc(O)cc1)c1ccc([N+](=O)[O-])c2nonc12	-8	-29%
Cc1ccc(Cn2c(C3CCCN3c3nc(-c4ccc(F)cc4)cs3)nc3cc(Cl)c(Cl)cc32)cc1 (centres undefined)	4	13%
COc1ccc(-c2csc(C(O)c3ccc(F)c(OC)c3)n2)cc1 (centres undefined)	?	6%
N#Cc1cnn(-c2ccc([N+](=O)[O-])cc2[N+](=O)[O-])c1N	77	-7%
CC1(C(=O)NC2CCCC2)CCC(=O)N1C1CCN(Cc2ccccc2)CC1 (centres undefined)	20	2%
CCOC(=O)[C@]12CCCC=C1N(Cc1ccc(Cl)cc1Cl)C(=O)[C@H](CC(=O)N1CCCC1)C2	-6	-4%
Cc1cccc(C)c1-n1nnnc1C1(C)CCC(=O)N1C1CC1 (centres undefined)	-8	8%
COc1ccc(OC)c(N(CC(=O)Nc2cccc3ccccc23)S(C)(=O)=O)c1	-37	-20%
COCCNC(=O)C1CCCN(C(=O)COc2ccc(C(C)(C)C)cc2)CC1 (centres undefined)	15	-6%
Cc1nc2c(cnn2CCO)c(=O)[nH]1	11	9%
COc1ccccc1N1CCN(CCCN2CC(=O)N3CCCCC3C2=O)CC1 (centres undefined)	22	0%
O=c1[nH]c(=S)ccn1C1OC(CO)C(O)C1O (centres undefined)	16	9%
CCOC(=O)[C@]12CCCC=C1N(Cc1ccccc1)C(=O)[C@H](CC(=O)NCC1CCCCC1)C2	-1	3%
COC(=O)[C@H]1C[C@@]2(O)CN(S(=O)(=O)c3ccc(C)cc3)C[C@@]2(OC(=O)NCc2ccco2)C[C@H]1C(=O)OC	13	-6%
C#Cc1cccc(Nc2nc(NCc3ccccc3)nc3ccsc23)c1	?	-17%
O=C1C(O)CCN1C1CCCCC1 (centres undefined)	-18	1%
O=C(NC1CCCCCCC1)c1c(Cl)cccc1Cl	-22	-3%
Cn1c(=O)n(CC(=O)OCc2ccccc2)c(=O)c2c1nc1n2CCCN1C1CCCCC1	-34	0%
Cc1c(O)c2ccccc2n(-c2ccccc2)c1=O	20	18%
Cc1nn(CC(=O)NC2CCCCC2)c(C)c1[N+](=O)[O-]	-17	-2%
COC(=O)[C@@]12C[C@@H](CC(=O)N3CCN(C(=O)C4CC4)CC3)C(=O)N(Cc3ccc4c(c3)OCO4)C1=CCC(C)(C)C2	27	-5%
Cc1ccc(-c2cnc3c(Nc4cccc(OC(F)(F)C(F)F)c4)nccn23)cc1	-35	30%
CCOC(=O)C1=CCN(S(=O)(=O)c2ccc(C)cc2)C1c1cccc(Cl)c1 (centres undefined)	-30	6%
Cc1cccc(C(=O)NNC(=O)c2ccco2)c1O	20	59%[activator]
CSc1ccc(Cn2c(C)c(C(=O)NCc3cccc(C(F)(F)F)c3)sc2=O)cc1	14	-8%
COc1ccc(N2CC(C(=O)Nc3nnc(SCC(=O)NCC4CCCO4)s3)CC2=O)cc1 (centres undefined)	13	18%
Cc1ccc(S(=O)(=O)Nc2nc(CN3CCOCC3)nc3sc(C(=O)O)c(C)c23)cc1	-19	3%
CC1(C(=O)O)CC12c1ccccc1-c1ccccc12 (centres undefined)	-18	12%
c1ccc(-c2nn3c(-c4ccccc4)nnc3o2)cc1	9	57%[activator]
CCC(C(=O)NC1CCCC1)n1c(-c2ccccn2)nc2ccccc21 (centres undefined)	-9	15%
CCOC1=C2CN(S(=O)(=O)c3ccc(C)cc3)[C@H](c3cccs3)C[C@H]2[C@H]2C(=O)N(c3ccccc3)C(=O)[C@H]2C1	-4	-2%
CCOc1ccc(S(=O)(=O)N2CCCC2)c2ccccc12	-30	7%
COc1ccccc1Cc1c(-c2cccc(Cl)c2)nc2ccc(Cl)cn12	-7	0%
CCc1nc2ccc(C(=O)NC3CCN(C)CC3)cn2c1N(C)CCC(C)C	-22	0%
c1ccc2cc(N3CCCCC3)ccc2c1	-25	16%
CC(C)(C)c1ccc(C2=CC(c3ccccc3F)n3ncnc3N2)cc1 (centres undefined)	0	55%[activator]
Cc1cc(C)c(Nc2n[nH]c(=S)s2)cc1C	-31	118%[activator]
Cc1ccc2c(CN3CCN(c4ccccc4F)CC3)cc(=O)oc2c1	18	-2%
COc1ccc(OC)c(CN2CCN(C(=O)c3ccc(C)c(S(=O)(=O)Nc4ccccc4OC)c3)CC2)c1	6	54%[activator]
CC(=O)Nc1cc(-c2ccc(C(=O)NC3CC3)cc2)cn2c(-c3ccc(F)c(Cl)c3)cnc12	?	31%[activator]
COc1cc(OC)cc(C2=Cc3ccc(OC)cc3C(CC(C)=O)N2c2ccc(-c3cccs3)cc2)c1 (centres undefined)	-83*	6%
CCCNc1nc(C)cc(-c2cc(C(=O)Nc3ccccc3)on2)n1	49	3%
CCOC(=O)Nc1c(Cl)[nH]c(=O)n(C)c1=O	21	13%
CCOC(=O)[C@]12CCC=C1N(Cc1cccc3ccccc13)C(=O)[C@H](CC(=O)N1CCSCC1)C2	-6	-10%
COc1ccc(CC(N)c2csc(NC(=O)Nc3ccc(C(C)C)cc3)n2)cc1 (centres undefined)	?	76%[activator]
O=C(O)c1ccc(Cl)c(NC(=O)C2CCN(S(=O)(=O)c3cccs3)CC2)c1	-36	-7%
COc1ccc(C(C)(O)c2nc(-c3cccs3)cs2)cc1 (centres undefined)	-11	-2%
CCCCOCCCNC(=O)C[C@@H]1C[C@@]2(C(=O)OC)CCCCC=C2N(Cc2ccccc2)C1=O	-11	8%
C[C@H]1Oc2ccccc2C(=O)C1C(=O)c1ccccc1 (some centres undefined)	12	50%[activator]
Nc1nccc(SCc2ccccc2)n1	-18	11%
Cc1ccc(-c2csc(/C=C3/SC(C)C(=O)N3CC(=O)Nc3ccccc3F)n2)cc1 (centres undefined)	2	6%
O=S(Cc1ccccc1)Cc1ccccc1	3	-2%
CCNC(=O)C1CCCN(C(=O)Cc2ccc3ccccc3c2)CC1 (centres undefined)	2	18%

By substructure, the compounds so far with a tert-butyl group.
SMILES	HCMV antiviral	AMA1-RON2 inh
COCCNC(=O)C1CCCN(C(=O)COc2ccc(C(C)(C)C)cc2)CC1 (centres undefined)	15	-6%
CC(C)(C)c1ccc(C2=CC(c3ccccc3F)n3ncnc3N2)cc1 (centres undefined)	0	55%[activator]

The list is partial. The share of hits here may be higher or lower than overall.
